CHO-K1 Ca antag: M1 antagonist counterscreen hit in parental CHO-K1 cells; ATP-induced calcium, Fluo-8 fluorescence; inhibition, % at 3 µM; 360,000 tested, 0.6% active;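 active means inhibition above a per-plate cutoff, the plate's mean sample inhibition plus 3 SD, cut at about 24% in these data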;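 further: 0% = DMSO plus EC80 ATP and 100% = DMSO alone without ATP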
M1 PAM parental: M1 PAM counterscreen hit in parental CHO-K1 cells | ATP EC20, Fluo-8 calcium fluorescence; 0% at ATP EC20, 100% at ATP max | activation, % at 3 µM | 360,000 tested, 0.02% active | AID 602247;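 active means activation above the run cutoff, the mean activation of all test compounds plus 3 SD, cut at about 40% in these data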;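 further: peak over basal fluorescence ratio in a 140 s read after ATP addition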
M1 ag parental: nonselective activator or artifact in parental CHO-K1 cells | Fluo-8 calcium fluorescence; scaled to maximal ATP response, vehicle zero | 360,000 tested, 0.48% active | activation, % at 3 µM; in the data active means activation above about 15%;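 further: untransfected CHO-K1 host cells lacking M1 receptor as counterscreen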
M5 ag: agonists of human muscarinic M5 receptor (CHRM5); AID 624037; 360,000 tested, 0.19% active; CHO-K1 hM5 cells, Fluo-8 calcium fluorescence; 0% DMSO wells, 100% maximal acetylcholine response; activation, % at 3 µM; P08912;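 active means activation above the run's mean over test compounds plus 3 SD, cut at about 23% in these data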;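 further: signal is peak over basal fluorescence ratio across the kinetic read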
Target sequence (P08912 whole entry, looked up): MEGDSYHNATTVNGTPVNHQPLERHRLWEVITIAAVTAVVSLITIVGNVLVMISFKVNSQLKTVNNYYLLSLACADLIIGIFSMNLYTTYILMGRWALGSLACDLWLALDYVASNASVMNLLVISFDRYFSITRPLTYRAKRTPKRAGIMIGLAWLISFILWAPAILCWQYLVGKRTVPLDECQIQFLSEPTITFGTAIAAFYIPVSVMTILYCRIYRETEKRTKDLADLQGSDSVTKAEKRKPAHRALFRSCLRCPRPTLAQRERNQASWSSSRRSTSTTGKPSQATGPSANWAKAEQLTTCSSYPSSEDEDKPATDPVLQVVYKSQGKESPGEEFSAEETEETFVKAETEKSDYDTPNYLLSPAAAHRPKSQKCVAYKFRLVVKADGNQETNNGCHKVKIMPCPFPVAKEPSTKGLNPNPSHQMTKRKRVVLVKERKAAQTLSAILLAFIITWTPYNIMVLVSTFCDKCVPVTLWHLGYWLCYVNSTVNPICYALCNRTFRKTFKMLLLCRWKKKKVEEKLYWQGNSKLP
M5 PAM: potentiates acetylcholine response at human M5 receptor; CHO-K1 hM5, Fluo-8 calcium, ACh EC20 PAM; 0% = ACh EC20, 100% = ACh EC100; activation, % at 3 µM; 360,000 tested, 0.3% active; AID 624038;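 active means activation above the run cutoff, the mean activation of all test compounds plus 3 SD, cut at about 18% in these data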
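Assay system: CHO-K1 hM5 cells. Also added: acetylcholine at EC20 concentration, added after compound. Dosing: 3 µM, single dose. Times: compound preincubation 140 s before EC20 acetylcholine addition. Signal: Fluo-8 calcium fluorescence. Measure: % activation relative to EC20 and EC100 ACh responses. Repeats: singlicate, one well per test compound.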
M5 antag: CHRM5 antagonism in calcium assay | P08912 | CHO-hM5 cells, Fluo-8 calcium fluorescence, ACh EC80 | inhibition, % at 3 µM | 360,000 tested, 0.59% active | AID 624040;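 active means inhibition above a per-plate cutoff, the mean of that plate's test compounds plus 3 SD, cut at about 27% in these data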;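 further: 0% = acetylcholine EC80 with DMSO and 100% = DMSO without agonist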
CHRM4 antagonist: antagonists of human muscarinic M4 receptor (CHRM4); P08173; CHO-hM4 cells, ACh EC80, Fluo-8 calcium fluorescence; inhibition, % at 3 µM; 360,000 tested, 0.73% active; AID 624125;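 active means inhibition above its plate's cutoff, the mean inhibition of sample wells plus 3 SD, cut at about 27% in these data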;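 further: 0% = acetylcholine EC80 with DMSO and 100% = DMSO without agonist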
Target sequence (P08173 whole entry, looked up): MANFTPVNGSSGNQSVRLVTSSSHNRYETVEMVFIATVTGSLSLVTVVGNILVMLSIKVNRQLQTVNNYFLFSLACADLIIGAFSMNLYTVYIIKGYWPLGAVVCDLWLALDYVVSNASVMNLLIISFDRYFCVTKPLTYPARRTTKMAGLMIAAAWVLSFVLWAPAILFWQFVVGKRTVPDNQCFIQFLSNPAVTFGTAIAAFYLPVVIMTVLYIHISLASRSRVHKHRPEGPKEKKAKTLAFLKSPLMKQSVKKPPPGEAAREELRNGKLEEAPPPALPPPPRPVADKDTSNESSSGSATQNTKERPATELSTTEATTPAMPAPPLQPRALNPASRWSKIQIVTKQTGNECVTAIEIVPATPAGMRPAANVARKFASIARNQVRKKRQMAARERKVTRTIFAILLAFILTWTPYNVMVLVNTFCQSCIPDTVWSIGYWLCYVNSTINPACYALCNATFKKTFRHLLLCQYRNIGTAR
CHRM4 agonist: CHRM4 agonism in calcium assay; 360,000 tested, 0.14% active; P08173; CHO-K1 hM4/Gqi5, Fluo-8 calcium fluorescence; vehicle 0%, full acetylcholine response 100%; activation, % at 3 µM; AID 624127;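 active means activation above the run mean over all test wells plus 3 SD, cut at about 32% in these data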;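 further: peak over basal fluorescence ratio per well then scaled between controls; 0% = DMSO wells and 100% = acetylcholine at EC100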
CHRM4 PAM: positive allosteric modulators of human muscarinic M4 receptor; CHO-K1 hM4/Gqi5, Fluo-8 calcium fluorescence, ACh EC20; 0% = ACh EC20, 100% = maximal ACh; 360,000 tested, 0.4% active; AID 624126; P08173; activation, % at 3 µM;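 active means activation above its plate's cutoff, the mean activation of sample wells plus 3 SD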; further: some results filed as inactive read as strong as hits
* marks the source's active call; other numbers are inactive results.

Molecule,CHO-K1 Ca antag,M1 PAM parental,M1 ag parental,M5 ag,M5 PAM,M5 antag,CHRM4 antagonist,CHRM4 agonist,CHRM4 PAM
C=C1C(=O)[C@]23C[C@H]1CCC2[C@]1(C)C(=O)CC[C@@](C)(C(=O)O)C1C[C@@H]3O (stereo partly specified),2.4,5.9,0.3,1.3,-3.3,0.4,5.5,-0.1,-3.7
CC1CCC2(CC1)NC(=O)N(CC(=O)Nc1cccc(S(=O)(=O)N3CCCC3)c1)C2=O (stereo unspecified),-14.8,4.5,-0.1,0.8,-6.1,-1.3,9.4,-0.4,-0.2
Cc1ccc(NC(=O)COC(=O)c2ccc(C)c(S(=O)(=O)N3CCOCC3)c2)cc1,11.0,-23.4,-0.6,-2.1,3.9,-7.7,2.6,2.4,-4.5
FC(F)(F)c1cccc(Cc2noc(CN3CCCC3)n2)c1,-1.9,14.7,1.1,-4.0,1.6,-8.0,-0.2,0.6,-0.1
O=C(N/N=C/c1coc2ccccc2c1=O)c1cc(Br)ccc1O,-14.5,5.6,1.1,-1.3,-1.6,15.3,11.6,0.5,-3.0
COc1cccc(Nc2nc(NCC3CCCO3)c3ccccc3n2)c1 (stereo unspecified),-5.9,16.8,3.6,-2.5,-13.0,6.2,-13.5,6.1,-5.7
CC(=O)Nc1ccc(S(=O)(=O)N2CCN(Cc3ccccn3)CC2)cc1,-8.1,6.0,0.8,0.8,0.1,0.4,9.9,1.0,1.3
CCN(CC)CCNC(=O)c1cn(-c2ccccc2)nc1-c1cccs1,-15.9,18.8,0.5,-2.9,5.1,-1.3,-3.0,3.0,4.0
CCn1c(=O)c(=O)[nH]c2cc(C(=O)Nc3ccc(S(=O)(=O)N4CCCC4)cc3)ccc21,11.8,-4.7,-0.3,3.2,-4.0,-1.0,10.2,0.4,30.6*
C[C@H]1CN=C(N(C)C)N1CC1CCCCC1,-12.5,14.2,0.4,-10.5,-5.3,12.8,14.1,0.7,-8.2
c1ccc2[nH]c(-c3ccncc3)nc2c1,-6.7,19.0,1.1,-2.0,5.1,1.3,-1.6,0.5,-3.1
CCOc1ccccc1C(=O)NCC(=O)NCc1ccc(S(=O)(=O)N2CCOCC2)cc1,0.3,11.4,0.6,1.4,0.2,3.4,11.3,1.5,-4.5
O=C1NCCCC1C(=O)N/N=C/c1ccc(Cl)cc1 (stereo unspecified),-7.8,22.1,-0.2,-0.9,-4.0,2.5,-4.5,0.4,6.4
CCOc1ccc(NC(=O)C2CCCN(C(=O)NCc3ccccc3)C2)cc1 (stereo unspecified),6.9,6.9,0.8,-6.5,-0.3,-0.8,0.2,0.8,1.4
CCCCN(c1ccccc1)S(=O)(=O)c1cccc(C(=O)O)c1,1.8,8.9,-0.1,-1.0,-1.2,9.8,9.9,-0.5,-2.7
Cc1ccc(NC(=S)N(CCN(C)C)C(C)c2ccco2)cc1C (stereo unspecified),-8.2,27.1,0.6,-4.1,5.7,-6.8,4.2,0.1,0.1
O=C(NC1CCCCC1)c1cc([N+](=O)[O-])ccc1N1CCOCC1,-3.0,15.1,0.6,2.2,5.0,-2.6,6.5,-0.1,-1.0
COc1ccc(C(=O)NC(C)Cn2nc(C)cc2C)cc1OC1CCN(C(C)=O)CC1 (stereo unspecified),-19.9,6.1,1.2,-4.6,-5.5,-1.2,-19.7,1.2,9.2
COc1ccc(NS(=O)(=O)c2cccc(-c3nnc(-c4ccccc4)o3)c2)cc1,-5.3,18.3,3.7,-3.4,-11.4,6.8,3.5,11.0,-4.7
NC(=O)CS(=O)(=O)c1nc2ccccc2n1CC(=O)N1CCCCC1,-7.1,22.0,0.1,0.1,10.9,-17.3,0.7,0.2,-6.1
COc1ccc(NC2=C(C(C)=O)C(c3ccc4c(c3)OCO4)C(C(C)=O)C(C)(O)C2)cc1 (stereo unspecified),-27.8,15.4,-0.5,-2.0,-0.8,-3.0,8.2,-1.1,0.3
O=C(NN(Cc1ccccc1)Cc1ccccc1)c1ccccc1,-13.3,8.5,-0.2,-5.6,-0.3,18.6,-8.6,0.1,2.6
Cc1ccc(C)c(N2CCN(C(=O)C3CCC3)CC2)c1,-14.6,22.7,1.7,-2.0,4.8,5.7,1.4,0.3,-0.3
Cc1ccc(NC(=O)C2(N(CC(C)C)C(=O)Cn3nnnc3N)CCCCC2)cc1,3.9,-3.6,-0.2,0.8,-0.6,-0.7,7.5,0.1,10.4
Cn1c(CNC(=O)CNC(=O)c2ccc(F)cc2)cc(=O)n(C)c1=O,-13.5,3.6,0.8,0.7,-2.0,7.5,-0.4,-1.0,-3.1
Cc1oc2cc3oc(=O)c(CC(=O)O)c(C)c3cc2c1-c1ccccc1,-16.0,15.2,0.0,-5.0,-1.5,5.5,-25.4,0.3,4.9
Cc1c(CC(=O)NCCC(=O)O)c(=O)oc2cc3occ(-c4ccccc4)c3cc12,-13.8,18.0,1.3,0.4,1.1,3.4,-10.9,2.3,3.9
COc1ccc(CCN2CC(C(=O)OCC(=O)NC(C)c3cccc(Cl)c3)CC2=O)cc1OC (stereo unspecified),0.9,-6.1,0.4,1.8,-6.3,2.6,4.9,1.4,1.5
CC(C)(CC(=O)O)CC(=O)N1CCN(c2nc3cc(Cl)ccc3s2)CC1,-9.2,11.3,8.3,-1.9,-1.2,-2.6,5.3,2.6,-1.1
Cc1cc(=O)c2c([nH]1)c(C)cc1[nH]c(C)c(C)c12,-15.9,13.4,2.1,5.8,-0.2,14.6,7.1,6.0,-1.0
CC(C)c1nc2sc3c(c2c(=O)n1N)CC(C)(C)OC3,12.0,-11.8,1.1,3.2,-5.2,4.5,-4.5,3.0,-1.8
Cc1nc2ccc(NC(=O)COc3ccccc3C)cc2s1,-9.3,8.5,-0.1,4.7,5.8,-2.3,-9.2,2.3,2.3
COc1ccc(NS(=O)(=O)c2ccc3[nH]c(=O)[nH]c3c2)cc1,3.4,-3.9,-0.1,1.3,-3.0,8.0,16.2,-0.6,-8.9
O=C(NCC(c1ccco1)N1CCCC1)c1sc2ccccc2c1Cl (stereo unspecified),-17.0,23.6,-0.1,-8.2,-8.9,21.4,-3.9,1.2,-10.2
CNS(=O)(=O)c1cc(O)c2c(S(=O)(=O)NC)cccc2c1,4.2,9.5,0.0,-1.1,8.6,-6.3,-4.1,0.3,1.5
CCOc1ccc(-c2nnc(N(CC)C(=O)C3CCC3)s2)cc1,8.5,-5.8,0.1,-3.6,-7.5,5.8,-6.3,1.4,-2.4
CCCCC(C(=O)NC1CCCC1)N(C(=O)c1snc(C(N)=O)c1N)c1ccc(OCC)cc1 (stereo unspecified),-17.6,8.2,-1.1,-2.7,-7.1,19.7,-8.6,-1.1,0.3
Cc1ccsc1C(=O)NNC(=S)NCC(C)C,2.2,15.9,-0.1,2.9,-4.5,5.0,-7.8,0.3,13.8
O=S(=O)(c1ccc(F)c(Cl)c1)N1CCN(C/C=C/c2ccccc2)CC1,-0.2,18.6,0.7,-4.7,-11.2,6.7,-1.6,0.5,-2.1
Cc1ccc(Nc2nc(N)nc(CSc3ncccn3)n2)cc1,10.0,4.3,0.0,-3.3,6.8,-7.0,-2.3,1.6,7.4

Four entries picked at random from those above, as already listed:
Molecule,CHO-K1 Ca antag,M1 PAM parental,M1 ag parental,M5 ag,M5 PAM,M5 antag,CHRM4 antagonist,CHRM4 agonist,CHRM4 PAM
CC(C)c1nc2sc3c(c2c(=O)n1N)CC(C)(C)OC3,12.0,-11.8,1.1,3.2,-5.2,4.5,-4.5,3.0,-1.8
CC(C)(CC(=O)O)CC(=O)N1CCN(c2nc3cc(Cl)ccc3s2)CC1,-9.2,11.3,8.3,-1.9,-1.2,-2.6,5.3,2.6,-1.1
COc1ccc(NC2=C(C(C)=O)C(c3ccc4c(c3)OCO4)C(C(C)=O)C(C)(O)C2)cc1 (stereo unspecified),-27.8,15.4,-0.5,-2.0,-0.8,-3.0,8.2,-1.1,0.3
Cc1ccsc1C(=O)NNC(=S)NCC(C)C,2.2,15.9,-0.1,2.9,-4.5,5.0,-7.8,0.3,13.8

The results go on:
Molecule,CHO-K1 Ca antag,M1 PAM parental,M1 ag parental,M5 ag,M5 PAM,M5 antag,CHRM4 antagonist,CHRM4 agonist,CHRM4 PAM
CC(/C=N/n1c(COc2ccccc2)n[nH]c1=S)=C\c1ccccc1,3.8,7.2,0.2,-2.4,-2.7,-0.2,-1.2,-2.9,9.7
COc1cccc(NC(=O)COC(=O)c2nc3nccc(C)n3n2)c1,-33.1,8.4,0.2,1.1,3.5,-5.1,-3.9,1.0,10.8
CN1CCN(S(=O)(=O)c2ccc3c(c2)NC(=O)CS3)CC1,-7.5,9.9,0.4,-3.0,0.4,-11.0,-6.5,1.0,1.0
COc1ccc(OC)c(/C(C)=N\NC(=O)c2cc3cc(Cl)ccc3n2C)c1,4.4,-0.2,0.1,-2.9,3.1,2.4,3.0,1.7,4.0
CC(=O)NC1C2CN3CCN(C2)CC1(Cc1ccccc1)C3 (stereo unspecified),10.2,9.2,0.1,-0.5,-4.5,2.8,4.3,0.2,4.1
CCOC(=O)N1CCN(C(=O)c2ccccc2SCC(=O)NCC2CCCCC2)CC1,8.4,-5.4,1.3,1.6,5.0,-7.4,-6.8,2.4,-2.9
O=C(N=Nc1c(O)[nH]c2ccccc12)c1cccs1,-2.2,5.7,1.9,1.6,-0.5,0.6,-4.8,7.9,-2.4
CCc1cc(C)c(O)c(CC)n1,-9.2,3.8,1.4,-0.1,-9.0,6.8,-2.6,0.9,0.3
O=C(Cn1cnc2scc(-c3cccc([N+](=O)[O-])c3)c2c1=O)NCc1ccco1,6.1,-4.3,0.5,1.3,2.4,6.4,-3.0,4.7,1.9
COc1ccc(OC)c2[nH]c(=O)c(CCNC(=O)C3CCCCC3)cc12,-7.4,10.6,-0.2,-0.8,2.3,-1.4,-4.8,1.1,18.6
CCOC(=O)c1[nH]c2ccccc2c1NC(C)=O,14.0,8.1,-0.4,0.0,0.2,-1.9,4.9,-0.6,-1.2
O=C(Cc1ccccc1)NN1C(=O)/C(=C/c2ccccc2C(=O)O)SC1=S,-11.0,12.9,0.3,2.1,0.8,-2.1,1.2,-0.1,-0.3
COc1ccc(OC)c(CCNC(=O)CCc2nnc3ccc(N4CCCC4)nn23)c1,-13.8,17.3,1.6,-5.2,-4.0,4.1,-19.6,2.8,3.1
CC(C)N(C(=O)CN1CCN(S(=O)(=O)c2ccc(Br)s2)CC1)C(C)C,-14.2,4.3,2.0,-0.6,-5.1,11.1,-10.3,6.4,7.4
Cc1c(-c2ccccc2)cnc2c(C)cccc12,5.7,1.5,2.7,0.0,-0.7,-0.9,2.9,-0.5,-0.9
Cc1cc(NC(=O)CN2CCc3ccccc3C2)nc2c1c(=O)oc1ccccc12,0.1,3.3,0.3,1.9,-3.4,2.1,-6.7,0.2,-2.2
C=CCn1cccc(C(=O)Nc2ccc(OC)c(OC)c2)c1=O,4.8,1.4,15.5*,-0.1,3.8,3.4,0.9,3.0,0.8

High-throughput results from PubChem BioAssay.
